Source: PubChem (several laboratories)
E coli growth = bacterial growth inhibition, counter-screen for AddAB inhibitors; E. coli V3065 growth, OD600 absorbance, 18 h; inhibition, % at 11.9 µM; hit rate 0.27% among 330,000;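 active = inhibition above the campaign's mean inhibition across all tested compounds plus 3 SD, cut at about 9.9% in these data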;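 also: uninfected addAB+ strain grown without phage in ampicillin broth; 0% = DMSO wells and 100% = ciprofloxacin 0.95 µg/ml wells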
phage Ecoli inh = E. coli growth loss with phage present; growth absorbance; inhibition, % at 11.9 µM; hit rate 0.26% among 360,000; AID 651602; in the data active = inhibition above about 11%
HTR5A inv ctr = counter-screen for OPRM1-OPRD1 inverse agonists: human HTR5A inverse agonism; P47898; HTR5A cell line, luminescence; inhibition, % at 9.3 µM; hit rate 0.083% among 340,000; AID 504634; in the data active = inhibition mostly above about 23%, no sharp cut-off; inactive = mostly below about 18%;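 also: 0% = cells with DMSO and 100% = no-cell wells with DMSO; some compounds called inactive have numbers as strong as hits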
PfHsp90 set2 = reduces growth (ATP signal) of yeast expressing P. falciparum Hsp90; inhibition, % at 9.4 µM; hit rate 0.32% among 310,000; S. cerevisiae expressing PfHsp90, BacTiter-Glo ATP, 48 h; yeast lacking PDR1 and PDR3 efflux regulators;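 active = every replicate shows inhibition above about 80%, whatever the replicate mean, limit read from the data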;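 also: 0% = DMSO neutral controls and 100% = 20 µM radicicol positive controls; yeast relying on Plasmodium falciparum Hsp90 in place of its own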
SUMO Mot1 rescue = inhibitors of SUMOylation pathway: yeast Mot1-301 growth rescue; S. cerevisiae Mot1-301 growth rescue, ATP luminescence, 38.5C; percent above DMSO median, 100 means doubled; growth rescue, % at 18.8 µM; hit rate 1% among 320,000;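 active = every valid replicate shows activation above 250% relative to neutral control wells; inactive = the rest, any valid replicate at or below 250%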;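 also: OY570 slx delta 5 strain wells were the positive control but not used for scaling; some compounds called inactive have numbers as strong as hits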
DSG3 Ab inh = inhibitors of pemphigus antibody binding to human desmoglein-3 | P32926 | binding (percent of control), % at 10 µM | hit rate 0.48% among 310,000 | AID 588358 | DSG3-coupled beads, scFv-anti-DSG3-GFP binding, flow cytometry; stronger effect = lower value;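 active = binding more than 3 SD below its plate's average and above zero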; also: some compounds called inactive have numbers as strong as hits
PKA-R1A act = PKA-R1A complex activation; hit rate 0.083% among 340,000; PKA-R1A dissociation, Cy5-IP20 fluorescence polarization; scaled: DMSO 0%, 113 µM cGMP 100%; P00514+P68181; activation, % at 11.4 µM; AID 504707;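 active = percent activation above the mean of all tested compounds plus 3 SD, cut at about 19% in these data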;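 also: higher means more PKAc released from R1A so a rise in polarization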
AddAB inh = less growth of phage-infected E. coli with AddAB | AID 435030 | hit rate 0.29% among 330,000 | inhibition, % at 11.9 µM | E. coli expressing H. pylori AddAB, absorbance growth; in the data active = inhibition above about 12%;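 also: 0% = vehicle wells of infected cells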
MOR-DOR ag = agonists of human mu-delta opioid receptor heterodimerization; P35372+P41143; cells, OPRM1-OPRD1 heterodimerization, luminescence; activation, % at 9.3 µM; hit rate 0.3% among 340,000; in the data active = activation above about 18%;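 also: 0% = vehicle-treated cells and 100% = reference agonist; values of inactives mirror those of a sister screen read the other way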
Target sequence (P35372 whole entry, looked up): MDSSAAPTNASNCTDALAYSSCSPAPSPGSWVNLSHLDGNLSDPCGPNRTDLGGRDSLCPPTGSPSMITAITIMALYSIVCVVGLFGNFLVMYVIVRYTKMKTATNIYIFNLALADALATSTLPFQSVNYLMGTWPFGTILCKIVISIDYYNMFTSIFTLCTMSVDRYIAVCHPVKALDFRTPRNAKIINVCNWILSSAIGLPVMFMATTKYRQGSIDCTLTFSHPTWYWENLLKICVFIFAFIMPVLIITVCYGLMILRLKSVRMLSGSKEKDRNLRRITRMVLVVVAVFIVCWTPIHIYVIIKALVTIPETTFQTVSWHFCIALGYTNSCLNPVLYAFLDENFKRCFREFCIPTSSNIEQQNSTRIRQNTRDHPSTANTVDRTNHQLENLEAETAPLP
Target sequence (P41143 whole entry, looked up): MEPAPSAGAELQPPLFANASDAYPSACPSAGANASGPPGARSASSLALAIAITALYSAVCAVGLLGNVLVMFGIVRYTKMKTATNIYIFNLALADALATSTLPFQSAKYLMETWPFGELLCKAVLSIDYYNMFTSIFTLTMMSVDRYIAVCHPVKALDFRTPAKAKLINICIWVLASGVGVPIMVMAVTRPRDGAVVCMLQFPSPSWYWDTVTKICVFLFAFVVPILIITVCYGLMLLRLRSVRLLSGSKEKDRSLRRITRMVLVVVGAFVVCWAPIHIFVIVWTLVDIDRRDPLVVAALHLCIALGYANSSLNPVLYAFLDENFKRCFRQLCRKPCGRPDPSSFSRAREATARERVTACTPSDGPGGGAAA
HTR5A ag ctr = HTR5A agonism, opioid heterodimer counter-screen. HTR5A agonist assay, luminescence, cell-based. activation, % at 9.3 µM. hit rate 0.61% among 340,000; in the data active = activation mostly above about 9.5%, no sharp cut-off; inactive = mostly below about 7.6%;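 also: 0% = cells with vehicle only and 100% = reference agonist; strong numbers were not always called active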
MOR-DOR inv ag = inverse agonist of human OPRM1-OPRD1 heterodimerization; cell-based MOR-DOR heterodimer luminescence, inverse agonism; inhibition, % at 9.3 µM; hit rate 0.21% among 340,000; AID 504357; in the data active = inhibition above about 22%, passing the limit was not always enough;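 also: 0% = cells with DMSO and 100% = wells without cells with DMSO; values of inactives mirror those of a sister screen read the other way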
* marks the source's active call; other numbers are inactive results; / = no result given.

Start of the listing, in advance (two entries):
SMILES	E coli growth	phage Ecoli inh	HTR5A inv ctr	PfHsp90 set2	SUMO Mot1 rescue	DSG3 Ab inh	PKA-R1A act	AddAB inh	MOR-DOR ag	HTR5A ag ctr	MOR-DOR inv ag
CCOc1ccc(S(=O)(=O)N2CCc3cc(OC)c(OC)cc3C2)cc1	1.0	3.8	5.5	-12.2	3.1	114.8	-3.6	3.7	-0.9	-2.2	4.9
Cn1c(SCC(=O)Nc2ccc(N3CCOCC3)c(Cl)c2)nnc1C(O)c1ccccc1 (configuration not stated)	-1.0	1.8	-5.7	/	-2.4	98.0	-0.7	1.7	-2.8	0.2	14.0

The listing, from the start:
SMILES	E coli growth	phage Ecoli inh	HTR5A inv ctr	PfHsp90 set2	SUMO Mot1 rescue	DSG3 Ab inh	PKA-R1A act	AddAB inh	MOR-DOR ag	HTR5A ag ctr	MOR-DOR inv ag
CCOc1ccc(S(=O)(=O)N2CCc3cc(OC)c(OC)cc3C2)cc1	1.0	3.8	5.5	-12.2	3.1	114.8	-3.6	3.7	-0.9	-2.2	4.9
Cn1c(SCC(=O)Nc2ccc(N3CCOCC3)c(Cl)c2)nnc1C(O)c1ccccc1 (configuration not stated)	-1.0	1.8	-5.7	/	-2.4	98.0	-0.7	1.7	-2.8	0.2	14.0
COc1ccc(CNC(=O)C2CCN(S(=O)(=O)c3c(C)noc3/C=C/N(C)C)CC2)cc1	-1.7	/	4.0	3.0	-8.0	104.3	6.2	4.7	0.0	-1.0	0.1
CC(Oc1ccc(Cl)cc1Cl)C(=O)N(Cc1ccco1)C1CCS(=O)(=O)C1 (configuration not stated)	1.7	2.1	8.8	32.7	-7.9	/	3.2	-0.3	1.5	-3.2	-8.4
COc1ccc(Cl)cc1S(=O)(=O)N1CCC(O)(c2ccc(Cl)cc2)CC1	2.2	2.9	17.0	9.2	-10.5	113.8	-8.4	2.0	7.2	2.8	-35.9
COc1ccccc1C(=O)NC(C)C(c1cccs1)N1CCN(C)CC1 (configuration not stated)	-0.8	3.1	3.7	-13.5	19.9	100.1	-5.6	2.5	-0.9	-3.4	5.0
Cn1c(=O)[nH]c(=O)c2c1nc(N1CCCCC1)n2CCCSc1nc2ccccc2s1	-1.6	1.6	-12.5	15.0	-8.9	108.3	-11.1	0.2	-0.3	3.5	1.9
CNC[C@@H](CC1CCCCC1)NC[C@H](CC(C)C)NCCc1cccc(C(F)(F)F)c1	-1.7	3.8	-13.7	-58.1	-66.1	113.7	-5.0	-0.2	24.5*	12.6*	-139.5
CN1CCC(=O)N(CCSc2ccccc2)CC1	1.1	3.0	-23.9	-7.1	0.1	102.5	-2.1	0.9	-1.6	8.1	9.3
O=C(Nc1ccc(CN2CCOCC2)cc1)c1ccc(-c2cc(Cl)ccc2Cl)o1	-0.7	1.6	-15.1	7.8	/	97.9	6.0	2.0	1.7	8.6	-10.1
O=C(COC(=O)c1ccc(Cl)cc1[N+](=O)[O-])NC(=O)c1ccccc1	-0.1	0.6	11.8	21.0	-7.4	49.3*	-2.1	0.6	2.5	-4.0	-17.3
O=C(O)CNC(=S)N(Cc1ccc(F)cc1)C1CCCCC1	-2.4	2.6	-2.5	2.2	-0.9	101.9	-0.4	0.2	-0.3	0.9	1.6
COC(=O)c1ccc(CNC(=O)CCNC(=O)c2ccco2)cc1	-0.7	0.9	12.4	2.8	9.3	106.9	3.7	0.3	-2.0	-5.0	7.9
Cc1ccc(Cn2nnnc2CN2CCC(O)(c3ccccc3F)CC2)cc1	2.4	3.9	5.6	-22.9	3.2	104.2	-6.5	0.4	-0.7	14.3	4.1
Cc1c(NC(=O)CCC(=O)N2CCCCC2)c(=O)n(-c2ccccc2)n1C	-1.1	0.2	-4.5	35.1	-9.4	/	-4.8	4.7	-2.3	2.7	10.4
CCC(=O)c1ccc(OCC(=O)Nc2ccc3c(c2)OCCO3)cc1	0.5	3.2	-17.3	/	8.3	-3.4*	6.3	3.6	0.3	4.5	-1.6
CC1CCN(C(=O)C(C)c2ccc([N+](=O)[O-])cc2)CC1 (configuration not stated)	1.1	3.8	-32.0	5.7	5.8	101.5	-2.6	1.4	-1.4	2.3	6.7
Cc1ccc(S(=O)(=O)N2CCN(Cc3nc4sc5c(c4c(=O)[nH]3)CCCC5)CC2)cc1	1.5	0.2	-7.8	8.8	61.5	100.8	-3.7	3.0	0.3	3.1	-1.6
COc1ccc(CCCc2n[nH]c(=S)o2)cc1	-2.8	3.5	-5.5	/	7.0	118.8	-8.4	-1.9	-1.4	2.0	7.1
O=C(O)CSc1ccc(Oc2ccc(SCC(=O)O)cc2)cc1	-0.6	2.4	12.5	0.6	-9.1	102.6	10.1	1.0	-2.0	1.9	9.8
CCOc1ccc(-n2c(-c3ccc(OC)cc3)c[n+]3c2CCCCC3)cc1	0.8	5.5	8.7	-7.3	-13.1	83.2	-5.7	2.1	-0.9	3.8	4.7
CCn1c(C)nc2cc(S(N)(=O)=O)ccc21	-1.8	4.0	-0.5	14.9	-1.2	101.5	15.0	0.9	-1.0	0.2	5.9
Cc1cc(C)c(NC(=O)Cn2ncc3ccccc32)c(C)c1	/	-0.2	-5.5	8.2	-15.8	97.5	-6.3	/	-4.2	1.5	19.9
CNC(=O)c1nnn(Cc2ccccc2)c1NC(=O)C(F)(F)F	1.8	3.0	9.9	-12.7	/	100.6	-0.6	1.4	-0.1	2.2	0.4
C/C=C/C=C\C(=O)Nc1cccc(C2=NOC3(C2)C[C@H](C(N)=O)N(C(=O)/C=C/C)C3)c1 (some centres not stated)	-0.8	0.8	-6.5	4.8	-7.6	/	-5.3	3.3	-3.2	2.2	18.3
CCOc1cccc(C(=O)Nc2ccccc2N2CCN(C(=O)C(C)C)CC2)c1	-3.1	4.1	4.5	/	387.8	109.4	-18.7	1.5	-1.2	1.2	6.6
Cc1cc(=O)oc(C)c1C(=O)n1nc(C)c2c1C[C@@H]1[C@H]2C1(C)C	0.7	1.8	-13.8	-9.3	-3.2	104.8	-0.8	0.8	-1.7	3.2	9.6
COc1ccc(C2CC2C(=O)c2ccccn2)cc1 (configuration not stated)	0.3	2.1	-4.1	12.3	59.9	95.8	-2.2	4.1	-1.4	1.6	8.4
Cc1cc(C)cc(N(CCC#N)C(=O)COC(=O)c2nc3nc(C)cc(C)n3n2)c1	-1.0	5.4	4.1	25.1	-14.0	117.0	-6.5	0.0	-0.5	-1.6	3.0
COc1ccc(CCNC(=O)c2ccc3nc(N4CCOCC4)sc3c2)cc1OC	-0.2	2.7	-8.9	3.7	-7.2	100.7	-1.8	-1.1	-0.7	3.0	4.0
CCc1c(O)nc(SCC(=O)Nc2nc3ccccc3s2)n(-c2ccccc2)c1=O	-0.9	0.7	-24.2	-7.8	-4.7	/	-2.7	-1.6	-1.2	0.2	5.9
COc1cccc(OCc2cc(C(=O)NCc3ccc4c(c3)OCO4)no2)c1	-0.6	2.1	-13.5	5.3	-6.9	98.3	-2.9	0.6	-0.1	3.3	0.6
CC1(C)C(=O)Nc2ccccc2N1C(=O)COC(=O)c1ccc(NC(N)=O)cc1	/	0.5	-4.3	3.9	/	101.4	-10.8	/	-1.4	-2.6	9.4
CSCC(=O)N1CCC(Oc2cccc(C(=O)NCc3ccccn3)c2)CC1	1.2	2.6	6.5	-11.5	6.3	100.2	-6.3	2.5	-3.3	-1.7	16.9
CN(C)Cc1nc2c(c(=O)[nH]1)C1(CCCCC1)Cc1ccccc1-2	-3.8	1.4	16.7	-8.0	-1.5	90.1	1.9	-2.7	3.1	2.3	-17.5
O=C(O)[C@@H]1CCCN1C(=O)COc1ccc2c3c(c(=O)oc2c1)CCC3	-1.3	2.6	1.2	-4.0	-3.4	/	-5.5	1.9	-1.9	5.8	9.9
C=CCNc1nc(C(F)(F)F)nc2c1nnn2Cc1ccccc1Cl	1.6	2.1	-20.8	-11.7	-11.4	96.4	1.1	1.4	11.8	5.6	-54.9
CCOC1OC(=O)C(Cl)=C1Nc1ccc(C)cc1C (configuration not stated)	2.8	3.2	-4.2	0.9	-1.4	100.7	-1.5	3.2	-0.7	-0.2	3.9
COc1ccccc1Oc1nc(-c2cccnc2)nc2ccccc12	-0.4	1.1	4.7	/	-16.0	125.1	-11.9	-0.3	3.0	1.9	-15.5
Cc1ccncc1CNC(=O)c1ccccc1	/	2.9	1.5	-12.2	/	128.1	7.1	/	-1.7	-0.4	8.2
COc1cc(/C=C/C(=O)NC(=O)c2ccccc2O)ccc1OC(C)=O	-3.4	1.0	-10.6	-23.0	15.2	100.9	-0.1	3.0	-3.5	-2.2	17.9
CCC(=O)Nc1c(C)n[nH]c1C	1.7	4.2	17.1	7.6	0.4	97.1	-7.1	2.9	-3.0	1.9	15.0
C=CCOc1c(CNc2cccc(C(=O)O)c2)cccc1OC	0.0	1.0	2.5	14.0	0.2	/	-0.6	4.0	0.9	1.1	-4.1
COC(=O)c1cn(NC(=O)c2ccc([N+](=O)[O-])c(C)c2)c(=O)c2ccccc12	3.1	-2.1	4.8	14.0	-11.3	/	-6.0	1.0	1.1	-1.9	-4.9
CCOC(=O)Cc1csc(NC(=O)c2csc3c2CCCC3)n1	-2.2	5.6	4.4	/	20.1	101.7	4.8	-1.6	1.1	6.0	-5.8
O=C(O)c1ccc2c(c1)SC1=NS(=O)(=O)CCN12	0.8	0.0	27.3	-7.8	0.0	101.7	4.1	-1.1	-1.2	-1.4	6.4
CCc1c(C)sc(NC(=O)C2CC2)c1C(=O)OC(C)C	1.6	0.7	6.7	6.6	1.7	102.1	9.3	2.4	12.7	-2.6	-64.7
O=C(OCc1ccccc1)N1CCc2ccccc21	-1.2	-0.9	-6.5	-21.0	-9.5	107.6	-2.6	-1.4	3.4	2.3	-17.5
O=C(NCc1ccccc1F)C12CC3CC(CC(C3)C1)C2	-1.5	2.9	10.7	-26.3	11.5	/	-4.0	5.8	-0.1	1.6	0.4
Cc1nn(-c2ccccc2)c(N)c1Sc1cccc([N+](=O)[O-])c1	-0.3	2.5	-39.1	-16.2	7.7	101.8	-4.7	-1.2	1.8	-4.1	-12.4
CSc1ccccc1C(=O)NC1CCCCCC1	-1.4	1.8	2.7	7.4	11.7	103.0	-5.1	-0.4	-3.3	-2.1	17.9
CN(C)c1ccc(NC(=O)/C=C/c2ccccc2Cl)cc1	3.5	3.2	-19.4	-17.7	305.4	101.8	-3.0	4.7	-3.0	-1.8	14.9
COc1ccccc1-c1noc2ncnc(Nc3cccc(C)c3C)c12	-0.2	1.4	-12.5	-22.6	6.7	95.4	3.8	-1.0	-3.1	-6.7	14.3
CC(C)c1ccc(NC2CCCN(C(=O)CCc3cnn(C)c3)C2)cc1 (configuration not stated)	/	-0.1	-2.8	-8.4	-6.1	113.4	-3.6	/	-2.3	0.8	13.3
O=C(CSc1ccccc1)Nc1ccc(-c2nc3ccccc3[nH]2)cc1	3.5	1.6	-32.5	12.9	-13.0	111.3	4.0	4.7	21.5*	7.6	-111.5
Cc1nc(NCCc2ccc(S(N)(=O)=O)cc2)c2c3c(sc2n1)CCC3	-0.9	2.5	11.9	-2.7	-8.5	105.2	-7.8	0.3	0.0	2.6	-0.2
